Screening results from PubChem BioAssay.
PGK inhibitor = qHTS Assay to Find Inhibitors of Phosphoglycerate Kinase | Phosphoglycerate kinase, glycosomal (Trypanosoma brucei brucei), P07378 | PGK/GAPDH coupled, Kinase-Glo luminescence, 60 min | Potency, µM (doses to about 57.5 µM), inactives show at the top dose activity change, negative = inhibition, usual class: inhibitors | 380,000 compounds, 0.043% hits; note: potency is the fitted concentration of half-maximal effect; % is set by controls: 0 for no effect and ±100 for the full control effect; nearly all actives have a fitted effect of over 60% in size
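Recombinant glycosomal PGK reaction used 1,3-bisphosphoglycerate generated in-well by GAPDH (100nM final) in 100mM TEA pH 7.6, 5mM MgCl2, 0.01% Tween-20. After 60 minutes at room temperature, ATP was read by Kinase-Glo Plus luminescence end-point.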
APE1 inh = qHTS Assay for Inhibitors of the Human Apurinic/apyrimidinic Endonuclease 1 (APE1) | recombinant APE1, TAMRA/BHQ-2 abasic DNA cleavage fluorescence | DNA repair nuclease/redox regulator APEX1 (Homo sapiens), P27695 | Potency, µM (doses to about 65.8 µM), for inactives: top-dose activity change, negative = inhibition, hits mostly inhibitors | 350,000 compounds, 0.35% hits;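 note: potency is the fitted concentration of half-maximal effect; plate controls were vehicle for no effect and reference inhibitor for full effect; nearly all actives have a fitted effect of over 55% in size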
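Substrate: short duplex with […] THF abasic site, 5'-TAMRA and 3'-BHQ-2, 50 nM final. APE1 at 0.75 nM, preincubated 15 min RT with compound. Fluorescence increase from first to third read measured activity.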
Pol eta inh = qHTS for Inhibitors of Polymerase Eta | recombinant Pol eta, fluorescent DNA replication assay | Potency, µM (top dose mostly 114 µM), for the others: at the highest dose activity change, negative = inhibition, usual class: inhibitors | DNA polymerase eta (Homo sapiens), Q9Y253 | AID 588591, 2011 | 390,000 compounds, 1.2% hits; note: potency is the fitted concentration of half-maximal effect; % is set by controls: 0 for no effect and ±100 for the full control effect
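Fluorescent replication assay: 50 nM final substrate added after a 15 min room-temperature compound preincubation with 10 nM enzyme. Signal taken at 0 min and again at 10 min.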
Pol kappa inh = qHTS for Inhibitors of Polymerase Kappa. DNA polymerase kappa (Homo sapiens), Q9UBT6. purified Pol kappa, fluorescent DNA synthesis assay, 10 min. Potency, µM (titrated, usually from 107 µM), without a hit: at the highest dose activity, negative = inhibition, actives largely listed as inhibitors. 400,000 compounds, 0.53% hits; note: potency is the fitted concentration of half-maximal effect; % is set by controls: 0 for no effect and ±100 for the full control effect
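10 nM Pol kappa preincubated 15 min at room temperature with compounds, then reaction started with substrate at 50 nM final. Fluorescence read kinetically at 0 and 10 min; buffer-only wells served as negative control.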
BLM helicase inh = qHTS Assay for Inhibitors of Bloom's syndrome helicase (BLM); RecQ-like DNA helicase BLM (Homo sapiens), P54132; recombinant BLM DNA unwinding, fluorescence dequenching; Potency, µM (titrated, usually from 56.1 µM), inactives show at the top dose activity change, negative = inhibition, most hits filed as inhibitors; 350,000 compounds, 0.2% hits; AID 2528, 2010;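 note: potency is the fitted concentration of half-maximal effect; plate controls were vehicle for no effect and no enzyme for full effect; nearly all actives have a fitted effect of over 35% in size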
RXFP1 antag = qHTS Assay for Antagonists of the Relaxin Receptor RXFP1; Relaxin receptor 1 (Homo sapiens), Q9HBX9; 350,000 compounds, 0.59% hits; HEK293-RXFP1, relaxin-stimulated cAMP HTRF, 30 min; hits give low values; activity change, negative = inhibition, % at 57.5 µM;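 active = activity change of -60% or lower, but not beyond a set lower limit; inconclusive = change between -60% and -40%, or beyond the set limit; inactive = change above -40%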; note: % is set by controls: 0 for no effect and ±100 for the full control effect
Target sequence (Q9HBX9 whole entry, looked up): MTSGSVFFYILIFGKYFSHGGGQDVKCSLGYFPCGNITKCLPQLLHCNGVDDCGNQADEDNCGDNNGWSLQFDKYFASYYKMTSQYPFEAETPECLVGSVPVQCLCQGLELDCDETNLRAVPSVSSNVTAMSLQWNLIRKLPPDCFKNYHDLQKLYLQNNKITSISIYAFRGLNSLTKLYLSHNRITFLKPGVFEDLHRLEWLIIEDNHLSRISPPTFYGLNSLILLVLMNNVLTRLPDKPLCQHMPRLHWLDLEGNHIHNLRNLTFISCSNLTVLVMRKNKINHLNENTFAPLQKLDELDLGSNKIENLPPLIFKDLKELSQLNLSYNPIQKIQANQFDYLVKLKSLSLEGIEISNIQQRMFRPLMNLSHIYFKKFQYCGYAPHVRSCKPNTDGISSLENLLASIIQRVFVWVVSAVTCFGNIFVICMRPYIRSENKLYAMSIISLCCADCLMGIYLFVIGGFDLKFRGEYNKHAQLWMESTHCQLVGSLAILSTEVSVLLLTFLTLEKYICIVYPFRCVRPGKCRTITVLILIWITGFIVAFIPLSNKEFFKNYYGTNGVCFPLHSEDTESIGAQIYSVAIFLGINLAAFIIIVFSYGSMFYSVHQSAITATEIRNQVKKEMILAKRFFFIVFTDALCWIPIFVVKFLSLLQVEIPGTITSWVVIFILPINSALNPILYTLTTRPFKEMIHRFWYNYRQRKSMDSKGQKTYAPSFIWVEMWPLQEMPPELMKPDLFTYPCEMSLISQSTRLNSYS
Anesthetic bind = qHTS Assay for Identification of Novel General Anesthetics; Ferritin light chain (Equus caballus), P02791; apoferritin/1-aminoanthracene competitive binding, fluorescence; Potency, µM (series often up to 77.5 µM), for inactives: at the highest dose activity change, negative = displacement, actives largely listed as inhibitors; 350,000 compounds, 0.074% hits; AID 485281, 2010; note: potency is the fitted concentration of half-maximal effect; % is set by controls: 0 for no effect and ±100 for the full control effect; nearly all actives have a fitted effect of over 20% in size
Target sequence (P02791 2-175 limits assumed): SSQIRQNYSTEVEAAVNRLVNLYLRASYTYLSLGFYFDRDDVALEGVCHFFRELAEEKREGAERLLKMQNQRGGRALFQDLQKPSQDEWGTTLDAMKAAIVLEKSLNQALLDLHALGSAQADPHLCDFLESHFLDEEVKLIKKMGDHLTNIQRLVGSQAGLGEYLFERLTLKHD
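10 uM apoferritin + 50% sat. 1-AMA, PBS; cpd 10 min RT; Ex380/Em535 endpoint; normalized to free probe vs complex; 4-param Hill fit; propofol titration as pos. ctrl.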
Pol iota inh = qHTS for Inhibitors of Polymerase Iota; 390,000 compounds, 1% hits; Potency, µM (series often up to 115 µM), for inactives: top-dose activity, negative = inhibition, hits mostly inhibitors; DNA polymerase iota (Homo sapiens), Q9UNA4; Pol iota fluorescent replication assay, 10 min; note: potency is the fitted concentration of half-maximal effect
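Pol iota at 10 nM preincubated 15 min with compounds at room temperature; reaction started with fluorescent substrate, 50 nM final. Fluorescence read kinetically at 0 and 10 min; buffer-only wells as negative control.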
POLB inh = qHTS Assay for Inhibitors of DNA Polymerase Beta; 340,000 compounds, 1.3% hits; Pol beta primer extension/strand displacement, fluorescence kinetic; Potency, µM (top dose mostly 114 µM), for inactives: at the highest dose activity change, negative = inhibition, actives largely listed as inhibitors; P06746; note: potency is the fitted concentration of half-maximal effect; % is set by controls: 0 for no effect and ±100 for the full control effect
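Enzyme-only controls used 10 nM Pol beta; buffer lacking enzyme served as negative control. Compound preincubated 15 min, then 50 nM substrate added; 0 and 10 min reads at room temperature.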
Numbers without * were called inactive; i = inactive; ? = inconclusive; . = no result given; & = joins results of further samples; [ ] = another dose, or the depositor's remark. Unless noted, calls come from the whole dose curve; as a rule, active = well fitted curve in the direction sought with a large enough effect; inconclusive = small, poorly fitted or top-dose-only effect, or another doubt; inactive = no such curve, though single readings can be large; an effect the other way counts as inactive or inconclusive. These rows are one share of the data. The share of hits here may be higher or lower than overall.

compound | PGK inhibitor | APE1 inh | Pol eta inh | Pol kappa inh | BLM helicase inh | RXFP1 antag | Anesthetic bind | Pol iota inh | POLB inh
CCOc1ccc(OCC)c(NS(=O)(=O)c2ccc3c(c2)CCCN3C(C)=O)c1 | i | . | -19% | -5%[60.1 µM] | -2% | -7 | -1% | 18% | -13%
CCOC(=O)c1cc(-c2ccccc2)sc1NC(=O)C(C)N1C(=O)c2ccccc2C1=O (stereo not drawn) | 2% | -1% | -12% | -1% | -7% | -1 | 6% | -2% | 0%
Cc1nc(N2CCN(Cc3ccccc3)CC2)nc2c1C(=O)CCC2 | 1% | -3% | -9% | -15% | 2% | -30 | -20% | -4% | 2%
CN(C1CCCCC1)S(=O)(=O)c1cc2c(cc1Cl)NC(=O)CO2 | -6% | 14% | -13% | -14% | -4% | 0 | -17% | -5% | -12%
Cc1ccc(OCCN2C(=O)CSC2=O)cc1 | -2% | -2% | -1% | 8% | -3% | -7 | ? | 20% | 1%
CCCCNC(=O)c1ccc(-c2nc(CN3CCc4ccccc43)c(C)o2)cc1 | 2% | . | 2% | -15%[60.1 µM] | 0% | . | -13% | -22% | -20%
CCN1C(=O)/C(=C/c2c(C)nn(C)c2C)SC1=S | i | -1% | -4% | -7% | 2% | -13 | 2% | 0% | -18%
O=C(c1cc(COc2ccc(F)cc2Cl)on1)N1CC[C@@H]2CCCC[C@H]2C1 | -2% | 1% | -6% | -4% | -11% | -16 | ? | 14% | -21%
CSc1ncccc1C(=O)OCC(=O)NCc1ccccc1 | -5% | -4% | -16% | -2% | . | -2 | . | 22% | .
Cc1ccccc1OCCn1c(=S)[nH]c2c(N)ncnc21 | -3% | 33% | -14% | -4% | -4% | -2 | 2% | 21% | -2%
COc1ccccc1NC(=O)CN1CCN(CC(=O)Nc2ccc(C)c(F)c2)CC1 | -12% | -14% | -20% | 6% | -3% | -15 | -2% | 0% | 37%
CC(C)CCN1CCN(Cc2cnc(N3CCCC3)s2)CC1CCO (stereo not drawn) | -4% | 0% | -4% | 4% | -3% | 2 | -8% | 40%[activator] | 4%
O=C(N/N=C/c1ccccn1)c1ccc2nc[nH]c2c1 | -1% | 11% | -2% | 1% | 3% | -11 | -4% | -9% | -5%
Cc1cccc(C(=O)N(Cc2nc(-c3ccc(Cl)cc3)no2)C(C)C)c1 | i | . | -20% | -9%[60.1 µM] | -6% | -13 | 36%[activator] | 9% | -17%
CC(=O)c1cn(C)c(=O)[nH]c1=O | 5% | 12% | 14% | 7% | -5% | 6 | 2% | 25% | 25%
CCOC(=O)CNC(=O)CSc1nnc(NC(=O)c2ccc(C)cc2)s1 | -2% | -1% | -4% | 4% | -1% | -5 | -3% | -9% | 2%
CCc1nnc(NC(=O)CSc2nc3cc(OC)ccc3cc2C)s1 | -8% | -2% | -12% | -7% | -5% | 16 | -15% | 73%[activator] | 31%
O=C1OCCN1C(=O)[C@H]1[C@H](c2ccccc2)C(c2ccccc2)=NN1c1ccc(Br)cc1 | i | -7%&-9% | -13% | -7% | -26%[75.6 µM] | . | 460%[activator] | 3% | .
Cc1ccc(NC(=O)COC(=O)CCC2CCCC2)cc1S(=O)(=O)N1CCOCC1 | -10% | 14% | -25% | -9% | . | -20 | . | 36%[activator] | .
COc1cccc(NC(=O)CN(C)C(=O)c2cc(-c3ccccc3)nc3ccccc23)c1 | 0% | -13% | -12% | -7% | . | -34 | . | 9% | .
Clc1cccc(CN2CCN(c3nc4nonc4nc3NC3CC3)CC2)c1 | -8% | 4% | -12% | -6% | 2% | -10 | -19% | 14% | 12%
COC(=O)C(NC(=O)c1ccco1)(Nc1cc(C)ccn1)C(F)(F)F (stereo not drawn) | 3% | 3% | -11% | -12% | 0% | 6 | 6% | 6% | -4%
CC(C)Oc1cccc(C(=O)C2CCCN(C(=O)c3ccc4c(c3)OCO4)C2)c1 (stereo not drawn) | i | 3% | -9% | -3% | -1% | -5 | -8% | 39%[activator] | ?
Cc1cccc(C(=O)NCC(=O)N2CCCCCCC2)c1 | -8% | 21% | 2% | 5% | . | 11 | . | 3% | .
O=c1[nH]cncc1OCc1ccccc1 | -2% | . | -17% | -12% | . | -8 | . | 17% | .
CCOc1ccc2nc(NS(=O)(=O)c3cccs3)sc2c1 | -7% | 31% | -11% | -7% | -8% | -15 | 2% | 80%[activator] | 0%
CC(C)(C)c1cc[n+](-c2[nH]c(=O)sc2/C=N/NC(=O)c2ccccc2[O-])cc1 | -6% | -21% | ? | -18% | -1% | -6 | -5% | ? | 27%
CCN(CC)S(=O)(=O)c1ccc(C(=O)Nc2nnc(NC(=S)Nc3ccccc3)s2)cc1 | 0% | 6% | -5% | -8% | -15% | -85* | -13% | 13% | 7%
c1ccc(-c2cc3ccccc3cn2)cc1 | -13% | 12% | -22% | 10% | . | . | . | 41%[activator] | .
C=CCOc1ccc(C(=O)N(Cc2ccc(N(C)C)cc2)C2CCS(=O)(=O)C2)cc1 (stereo not drawn) | 0% | 2% | -10% | -4% | -10% | 4 | -17% | -4% | 16%
COc1ccc(CCN2C(=O)NC(NC(=O)C(C)(C)C)(C(F)(F)F)C2=O)cc1OC (stereo not drawn) | -15% | 6% | -10% | 5% | 1% | -18 | -8% | -10% | 29%
Cc1ccc(S(=O)(=O)NC(C)(C)C)cc1C(=O)OC(C)C(=O)NC1CC1 (stereo not drawn) | -2% | 11% | -26% | 6% | . | -2 | . | 23% | .
O=C(NCc1ccco1)c1ccccc1NS(=O)(=O)c1ccc(Br)s1 | i | 22% | -6% | -23% | -5% | 0 | -15% | 7% | ?
Cc1ccc(OCCNC(=O)CCc2ccccc2)cc1C | -9% | . | -10% | -2% | . | -18 | . | 9% | .
C=CC1=CCN(S(=O)C(C)(C)C)[C@@H]1CCO (stereo partly drawn) | i | . | -5% | 13% | . | . | . | 17% | .
O=c1c2ccccc2ncn1CCCCOc1ccc(Br)cc1 | 4% | 10% | -16% | 3% | 0% | 3 | -4% | 47%[activator] | 35%
Cc1ccc(NS(=O)(=O)c2ccc(NC(=O)CSc3ccc(Cl)cc3)cc2)c(C)c1 | 4% | -10% | -12% | -7% | -1% | -4 | -12% | 19% | 15%
O=C(O)c1ccccc1CSc1nnc2c(n1)[nH]c1ccccc12 | 7% | 2% | -8% | -2% | -4% | 25 | -9% | 37%[activator] | 13%
Nc1nc(-c2ccccc2Br)cs1 | -9% | 2% | 0% | -12% | -3% | 11 | -24% | -3% | 6%
CC1CCc2c(sc3nnn(CCCCOc4ccc(Cl)cc4)c(=O)c23)C1 (stereo not drawn) | . | . | . | 4% | 2% | -3 | ? | 22% | 2%
CCN1CCN(C(=O)Cn2c(=O)sc3ccccc32)CC1 | -6% | 0% | -13% | 0% | 3% | . | -2% | 35%[activator] | 11%
COc1ccccc1CNC(=O)c1cn(C)c2ccc(S(=O)(=O)N3CCCC3)cc2c1=O | -10% | 7% | -16% | -5% | -7% | -3 | -5% | 107%[activator] | 2%
COc1ccc(N=Nc2c(N)nn(C)c2N)cc1 | i | . | -18% | 0% | . | -7 | . | 28% | .
CCc1nnc(NC(=O)c2ccc(-c3ccc(C(C)=O)cc3)o2)s1 | 6% | -6% | -11% | 0% | . | 1 | . | -17% | .
COc1cccc(C(=O)Nc2cccc(-c3ccc(N4CCOCC4)nn3)c2)c1 | -4% | 21% | -4% | -10% | . | -9 | . | 13% | .
CSc1nccc(NC(=O)c2ccc(C(C)(C)C)cc2)n1 | . | -11% | -13% | -4% | -10% | -23 | -21% | 64%[activator] | 20%
Cc1cc(OCC(=O)Nc2ncn[nH]2)ccc1Cl | 3%&1% | -12% | 1%&-1% | -1%&-1% | -6% | -11 | 5% | 0%&-15% | 78%
O=S(=O)(N/N=C/c1ccc2c(c1)OCO2)c1ccc(Br)cc1 | i | 2% | -21% | 0% | -9% | 6 | -4% | 20% | 7%
COc1ccc(Nc2nc(C)nc3sc4c(c23)CCC4)cc1O | -5% | -1% | -20% | -11% | -6% | 0 | -14% | 35%[activator] | -1%
CC(=O)c1cccc(NC(=O)c2ccoc2C)c1 | 5% | 11% | -1% | -9% | 2% | -21 | -7% | -3% | 8%
Cc1[nH]nc2c1C(=O)CCC2 | -10% | 0% | -18% | -5% | -3% | -5 | -1% | ? | 2%
CC(=O)c1cccc(NC(=O)COc2ccc3oc(=O)cc(C)c3c2)c1 | 0% | -7% | 0% | 7% | 0% | . | -11% | ? | 11%
COCCNC(=O)c1cccc(OC2CCN(Cc3cccc(SC)c3)CC2)c1 | 4% | 36% | 2% | 0% | -1% | -7 | -2% | 116%[activator] | 2%
C/C(=C\C(=O)C(F)(F)F)Nc1ccc(C)cc1 | -1% | 2% | 3% | -7% | -3% | 1 | -1% | 5% | 20%
COc1ccc(-n2ncc(C(=O)NCCc3ccsc3)c2C2CCN(C(=O)OC(C)(C)C)CC2)cc1 | i | . | -20% | -1% | -10% | -10 | 3% | 28% | -9%
COC(=O)C1=C(C(=O)OC)C2(OC1c1ccccc1C)C(=O)c1ccccc1C2=O (stereo not drawn) | -3% | 19% | -15% | -3% | 3% | 7 | -4% | 5% | 29%
CC(C)CN(C(=O)COC(=O)Cc1ccc(Cl)cc1)c1c(N)n(Cc2ccccc2)c(=O)[nH]c1=O | i | 32% | -3% | -15% | . | -15 | . | 22% | .
Cc1sc2ncn(CC(=O)NCC(=O)N3CCN(c4ccccc4F)CC3)c(=O)c2c1C | -1% | 69%[activator] | -1% | -8% | -3% | 13 | -2% | -1% | -17%
COCCN(C(=S)Nc1cccc(OC)c1)C1CCN(C(C)=O)CC1 | -6% | 1% | -23% | -8% | 1% | 2 | -10% | -4% | 4%
